AmpC no deterg: blocks E. coli AmpC beta-lactamase in detergent-free assay; Potency, µM (titrated, usually from 57.1 µM), inactives show at the highest dose activity change, negative = inhibition, usual class: inhibitors; AID 485341; AmpC nitrocefin hydrolysis, absorbance 480 nm, 0.0001% Triton; hit rate 0.52% among 330,000;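 note: potency is the fitted concentration of half-maximal effect; plate controls were no compound for no effect and no enzyme for full effect; nearly all actives have a fitted effect of over 20% in size; some results filed as inactive show a strong effect at the top dose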
Target sequence (P00811 whole entry, looked up): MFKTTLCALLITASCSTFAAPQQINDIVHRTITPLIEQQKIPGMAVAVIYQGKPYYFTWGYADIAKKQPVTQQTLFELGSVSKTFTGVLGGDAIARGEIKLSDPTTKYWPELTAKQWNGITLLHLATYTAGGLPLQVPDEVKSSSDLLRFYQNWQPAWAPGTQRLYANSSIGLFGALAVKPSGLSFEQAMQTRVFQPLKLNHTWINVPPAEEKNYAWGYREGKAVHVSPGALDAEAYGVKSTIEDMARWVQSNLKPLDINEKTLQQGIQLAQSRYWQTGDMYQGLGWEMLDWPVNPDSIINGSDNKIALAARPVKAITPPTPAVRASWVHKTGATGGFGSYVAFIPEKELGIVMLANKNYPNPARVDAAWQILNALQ
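AmpC (5.3 nM in the dispensed reagent) in 20 mM phosphate pH 7.0 with 0.01% (detergent screen) or 0.0001% Triton X-100 was preincubated with compounds for 15 min at room temperature. Nitrocefin was then added from an 800 uM solution, and hydrolysis was followed at 480 nm.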
LmPK inhibitor: LmPK (Leishmania mexicana) enzyme inhibition; purified LmPK, Kinase-Glo ATP luminescence, 1 h; Potency, µM (series often up to 57.5 µM), without a hit: at the highest dose activity change, negative = inhibition, usual class: inhibitors; hit rate 0.37% among 290,000; note: potency is the fitted concentration of half-maximal effect; % is set by controls: 0 for no effect and ±100 for the full control effect
Target sequence (Q27686 whole entry, looked up): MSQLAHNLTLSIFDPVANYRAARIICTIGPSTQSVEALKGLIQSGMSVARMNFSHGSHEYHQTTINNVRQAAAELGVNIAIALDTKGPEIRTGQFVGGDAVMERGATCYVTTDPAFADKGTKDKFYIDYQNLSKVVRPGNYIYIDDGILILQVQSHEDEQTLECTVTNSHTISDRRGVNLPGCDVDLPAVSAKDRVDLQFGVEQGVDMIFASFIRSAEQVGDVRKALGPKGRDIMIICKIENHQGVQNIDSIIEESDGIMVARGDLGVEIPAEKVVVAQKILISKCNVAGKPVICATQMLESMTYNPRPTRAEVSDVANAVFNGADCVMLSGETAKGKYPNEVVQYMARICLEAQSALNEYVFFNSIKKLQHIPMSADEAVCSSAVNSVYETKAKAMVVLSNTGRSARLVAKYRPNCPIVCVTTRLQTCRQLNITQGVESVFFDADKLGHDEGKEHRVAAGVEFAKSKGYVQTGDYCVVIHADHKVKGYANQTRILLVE
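Purified LmPK (0.1 nM) converted ADP (0.1 mM) to ATP with PEP (0.5 mM) in imidazole buffer pH 7.2 with KCl and MgCl2, 1 h at room temperature. ATP was read by Kinase-Glo luminescence; data normalized to uninhibited and no-enzyme controls.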
Pf growth 48h: inhibits P. falciparum growth in the first generation, 48 h. P. falciparum luciferase growth in erythrocytes, 48 h. Potency, µM (titrated, usually from 28.7 µM), for the others: at the top dose activity change, negative = inhibition, most hits filed as inhibitors. hit rate 5.9% among 310,000. AID 504832; note: potency is the fitted concentration of half-maximal effect; % is set by controls: 0 for no effect and ±100 for the full control effect
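Parasite viability was followed by luminescence of a genomically integrated firefly luciferase. Cultures held 0.1% parasitemia at 2% hematocrit (final), incubated under 5% CO2 at 37 C.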
Shiga toxin inh: blocks Shiga toxin action in Vero cells; Vero cells, Shiga toxin protein synthesis inhibition reporter; inhibition, % at 38.7 µM; hit rate 9.2% among 290,000; AID 2315; in the data active = inhibition mostly above about 28%, no sharp cut-off; inactive = mostly below about 43%; note: 0% is about no effect
CHX counter: affects cycloheximide protein synthesis inhibition readout, counter-screen | hit rate 12% among 300,000 | AID 2314 | cell reporter, cycloheximide protein synthesis inhibition counterscreen | max response, %; in the data active = max response mostly above about 13%, no sharp cut-off; inactive = mostly below about 14%; note: read at 38.3 µM for the half of the compounds with a filed dose; 0% is about no effect
Pf growth 96h: inhibits malaria parasite growth, 96 h. hit rate 6.9% among 320,000. AID 504834. P. falciparum luciferase reporter growth, 96 h. Potency, µM (series often up to 28.7 µM), for inactives: at the highest dose activity change, negative = inhibition, hits mostly inhibitors; note: potency is the fitted concentration of half-maximal effect; % is set by controls: 0 for no effect and ±100 for the full control effect
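Erythrocytes infected with luciferase-expressing P. falciparum were dispensed at 2% hematocrit and 0.05% parasitemia (final), then incubated with compounds 96 hours at 37 C in 5% CO2. Luminescence after detection reagent addition reported growth.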
TbPYK inhibitor: inhibitors of Trypanosoma brucei pyruvate kinase | Q57TT1 | TbPYK enzyme, Kinase-Glo Plus ATP luminescence, 45 min | Potency, µM (highest dose often 76.8 µM), for inactives: top-dose activity, negative = inhibition, most hits filed as inhibitors | hit rate 0.12% among 410,000 | AID 624173; note: potency is the fitted concentration of half-maximal effect; % is set by controls: 0 for no effect and ±100 for the full control effect; nearly all actives have a fitted effect of over 50% in size
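Activity of T. brucei pyruvate kinase was followed by Kinase-Glo Plus luminescence after the enzyme reacted 45 min at room temperature with 130 uM ADP (final) and substrate. Test compounds were added before ADP at multiple concentrations.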
Starred values were filed as active, the others as inactive; ? = inconclusive; . = no result given; & = joins results of further samples; [ ] = another dose, or the depositor's remark. Unless noted, calls come from the whole dose curve; as a rule, active = well fitted curve in the direction sought with a large enough effect; inconclusive = small, poorly fitted or top-dose-only effect, or another doubt; inactive = no such curve, though single readings can be large; an effect the other way counts as inactive or inconclusive.

SMILES	AmpC no deterg	LmPK inhibitor	Pf growth 48h	Shiga toxin inh	CHX counter	Pf growth 96h	TbPYK inhibitor
COc1ccc(C2C=C(c3ccc(Cl)cc3)Nc3nc(NC(C)=O)nn32)cc1 (stereo not drawn)	5%	1%	?	-1	-5	-13%	.
CC(OC(=O)c1ccc2ccccc2c1)C(=O)N(C)Cc1ccccc1 (stereo not drawn)	20%	.	?	.	.	13%	7%
NNC(=O)c1cncc(Br)c1	-14%	2%	28%	37	6	48%[activator]	-4%
Cc1ccccc1C(=O)Nc1ccc(O)c2c(=O)cc(-c3ccccc3Cl)oc12	-29%	6%	0%	2&-4	5&-2	0%	-5%
CC(=O)OC1C2CCC1C([N+]1(C)CCCCC1)CC2 (stereo not drawn)	-9%	-1%	?	-6	1	?	?
COc1ccc(S(=O)(=O)Cc2ccc(C(=O)NC3CCCCC3)o2)cc1	-4%	2%	11%	-3	-2	-1%	3%&4%
CN(C)c1ccc(/C=N\NC(=S)SCN2C(=O)C3CCC(C)(C2=O)C3(C)C)cc1 (stereo not drawn)	-17%	1%	?	-11	7	?	2%
CCOc1ccccc1C(=O)N(C)CC(=O)Nc1ccc(OC)cc1	-8%	3%	0%[0.00184 µM]	16	-5	18%	3%
c1ccn2c(c1)nc1c2nc2ccccn21	-15%	-17%	73%[activator]	28	7	?	6%
COc1ccc(NS(=O)(=O)c2cc(NC(=O)c3ccc(C)s3)ccc2N2CCOCC2)cc1	41%	3%	?	2	5	13µM*	0%
CCCc1[nH]nc2c1C(c1ccccc1OC)C(C#N)=C(N)O2 (stereo not drawn)	-29%	3%	-19%	-11	2	30%	-3%
Cc1cccc(C(=O)N2N=C(c3ccc(NS(C)(=O)=O)cc3)CC2c2cccs2)c1 (stereo not drawn)	-15%	7%	8.3µM*	-5	-3	?	1%
CCOC(=O)c1c(CC(C)C)csc1NC(=O)CCl	14%	2%	.	-13	-2	-24%	?
COCCNC(=O)C1CCC(CNS(=O)(=O)c2c(C)cc(C)cc2C)CC1 (stereo not drawn)	124%[activator]	-4%	?	-2	-4	2%	0%
Cc1nc2nc[nH]n2c(=O)c1NS(C)(=O)=O	-25%	-1%	2%	-7	-4	?	5%
O=C(Nc1cccnc1)c1ccc(-c2ccccc2)cc1	-22%	-18%	117%[activator]	72*	33*	37%[1.15 µM]	-1%
O=C1OCC2=C1C(c1ccccc1)CC(=O)N2c1cccc(F)c1 (stereo not drawn)	3%	3%	38%	-12	12	41%[activator]	22%
CC1(C2CC2)NC(=O)N(CC(=O)Nc2ccc(Cl)c([N+](=O)[O-])c2)C1=O (stereo not drawn)	-17%	.	-1%	.	.	-32%	-9%
CCC(=O)N1CCN(c2ccc(Cl)cc2NC(=O)c2cccc([N+](=O)[O-])c2)CC1	-17%	3%	-6%[5.75 µM]	-13	-5	?	0%
COc1ccc(/C=N/NC(=O)c2ccc(O)cc2)cc1CN1CCCc2ccccc21	-20%	5%	?	16	11	2.3µM*	6%
CC(C)n1c(NCc2cccs2)nc2ccccc21	-27%	2%	-18%	15	1	.	1%
COc1ccc(F)c(-c2nc(CN3CCC(c4ccccc4)CC3)c(C)o2)c1	93%[activator]	-1%	-20%	32	-2	-24%	6%
Cc1cc(C(=O)N2CCCC(N3CCN(c4cccc(Cl)c4)CC3)C2)nc(C)n1 (stereo not drawn)	24%	-8%	-9%	-16	-3	3%	0%
O=C1c2ccccc2C(Nc2ccccc2)N1c1cccnc1 (stereo not drawn)	-24%	1%	.	-11	-4	?	4%
O=C(Nc1nc(-c2cccs2)cs1)c1cccc(S(=O)(=O)N2CCCCCC2)c1	-38%	5%	-21%	99*	21*	.	1%
Later entries.
SMILES	AmpC no deterg	LmPK inhibitor	Pf growth 48h	Shiga toxin inh	CHX counter	Pf growth 96h	TbPYK inhibitor
COc1ccc(Br)c(C(=O)Nn2c(C)nc3ccccc3c2=O)c1	-12%	0%	1%	-2	-4	40%[activator]	-8%
Cn1c(O)c(C=Nc2ccccc2-c2ccccc2)c(=O)n(C)c1=O	-8%	-2%	17%	-21	-1	24%	-2%
COc1ccc(N2CCN(C(=O)c3ccc4nc(N5CCCCC5)sc4c3)CC2)cc1	19%	-2%	18%	44*	53*	5%	1%
O=C(NC12CC3CC(CC(C3)C1)C2)c1cncc(Br)c1	-3%	-3%	-16%	15	-2	?	3%
Cc1cc(C)nc(N(C#N)S(=O)(=O)c2ccc(Br)cc2)n1	-9%	0%	-3%	-17	-3	.	.
COc1ccc(N2CCN(c3nc4ccccn4c(=O)c3C=O)CC2)cc1	-8%	1%	14%	16	13*	0%	-10%
COc1ccc(C(=O)NC(=S)NNC(=O)c2ccc(O)cc2)cc1[N+](=O)[O-]	-23%	4%	16%	86*	39*	-3%	3%
COc1ccccc1C(=O)NNC(=O)c1cccc([N+](=O)[O-])c1	0%	-4%	122%[activator]	61*	32*	236%[activator]	3%
COc1ccc(C(=O)OCCc2cc3ccccc3c(=O)o2)cc1	3%	.	17%	.	.	?	-1%
C#C[C@]1(O)CC[C@@H]2[C@H]3CCC4=CCCC[C@@H]4[C@@H]3CC[C@@]21C	.	.	-10%[12.8 µM]	.	.	-17%[12.8 µM]	1%[33.2 µM]
Cc1[nH]n(C(N)=S)c(=O)c1N=Nc1cc(-c2ccc(Br)cc2)[nH]n1	-44%	3%	9%	58	35*	-10%	-3%
Cc1ccc(CSC(Nc2ccc(F)cc2)=C(C#N)C#N)cc1	-43%	1%	?	21*	1	?	-15%
CCN1CCN(C(=O)c2ccc(COc3cccc(Cl)c3)o2)CC1	62%[activator]	8%	25%	-3	-1	-10%	2%
CCc1c(C(=O)O)[nH]c2ccc(Br)cc12	-25%	4%	5%	-11	-3	?	-3%
FC(F)Oc1ccc(NC(=S)NCC2COc3ccccc3O2)cc1 (stereo not drawn)	-21%	-1%	16%	-6	-2	34%[activator]	3%
O=C(CSc1nc(O)c(-c2ccccc2)c(=O)[nH]1)N1CCOCC1	118%[activator]	3%	22%	25	0	?	1%
CCOC(=O)c1cc(-c2ccccc2)n(CC2CC(c3ccc(OC)cc3)=NO2)n1 (stereo not drawn)	95%[activator]	1%	-17%	-3	2	-27%	-5%
Cc1ccccc1NC(=O)CON=C(N)c1ccccc1	-14%	.	-5%	.	.	?	3%
CCOc1ccc(S(=O)(=O)NCCC2=CCCCC2)c2ccccc12	-31%	2%	-4%	-18	-1	2%	-1%
CCCCCc1c(O)nc(SCCN(CC)CC)[nH]c1=O	-21%	-4%	-12%	-10	-2	?	2%
Nc1ccc(C(=O)NCCCCCCNC(=O)c2ccc(N)cc2)cc1	-6%	6%	-1%[0.00184 µM]	-4	7	?	1%
CCN(CC1CCCO1)C(=O)CCc1nnc(CCc2ccccc2OC)o1 (stereo not drawn)	34%	-26%	-13%	-9	3	-100%	7%
O=C(CCOc1ccccc1)Nc1ccc(Cl)c(S(=O)(=O)N2CCOCC2)c1	-21%	.	?	.	.	?	-5%
Cn1cc(S(=O)(=O)N2CCN(c3cccc(C(F)(F)F)c3)CC2)c(=O)n(C)c1=O	79%[activator]	8%	.	-14	-1	?	-5%
CCC(=O)N1CCc2cc(Br)cc(S(=O)(=O)NCc3ccccc3OC)c21	-6%	5%	6%	-13	-3	?	-1%
COc1ccc2c(c1)O[C@@H](c1cccc(C(F)(F)F)c1)[C@H](OC(=O)Nc1ccc(OC(F)F)cc1)C2=O	-54%	0%	?	32	-1	?	-6%

Reformatted: 19 of the compounds above
Below each compound – AmpC no deterg, LmPK inhibitor, Pf growth 48h, Shiga toxin inh, CHX counter, Pf growth 96h, TbPYK inhibitor
- COc1ccc(Br)c(C(=O)Nn2c(C)nc3ccccc3c2=O)c1
    -12%, 0%, 1%, -2, -4, 40%[activator], -8%
- Cn1c(O)c(C=Nc2ccccc2-c2ccccc2)c(=O)n(C)c1=O
    -8%, -2%, 17%, -21, -1, 24%, -2%
- COc1ccc(N2CCN(C(=O)c3ccc4nc(N5CCCCC5)sc4c3)CC2)cc1
    19%, -2%, 18%, 44*, 53*, 5%, 1%
- O=C(NC12CC3CC(CC(C3)C1)C2)c1cncc(Br)c1
    -3%, -3%, -16%, 15, -2, ?, 3%
- Cc1cc(C)nc(N(C#N)S(=O)(=O)c2ccc(Br)cc2)n1
    -9%, 0%, -3%, -17, -3, ., .
- COc1ccc(N2CCN(c3nc4ccccn4c(=O)c3C=O)CC2)cc1
    -8%, 1%, 14%, 16, 13*, 0%, -10%
- COc1ccc(C(=O)NC(=S)NNC(=O)c2ccc(O)cc2)cc1[N+](=O)[O-]
    -23%, 4%, 16%, 86*, 39*, -3%, 3%
- COc1ccccc1C(=O)NNC(=O)c1cccc([N+](=O)[O-])c1
    0%, -4%, 122%[activator], 61*, 32*, 236%[activator], 3%
- COc1ccc(C(=O)OCCc2cc3ccccc3c(=O)o2)cc1
    3%, ., 17%, ., ., ?, -1%
- C#C[C@]1(O)CC[C@@H]2[C@H]3CCC4=CCCC[C@@H]4[C@@H]3CC[C@@]21C
    ., ., -10%[12.8 µM], ., ., -17%[12.8 µM], 1%[33.2 µM]
- Cc1[nH]n(C(N)=S)c(=O)c1N=Nc1cc(-c2ccc(Br)cc2)[nH]n1
    -44%, 3%, 9%, 58, 35*, -10%, -3%
- Cc1ccc(CSC(Nc2ccc(F)cc2)=C(C#N)C#N)cc1
    -43%, 1%, ?, 21*, 1, ?, -15%
- CCN1CCN(C(=O)c2ccc(COc3cccc(Cl)c3)o2)CC1
    62%[activator], 8%, 25%, -3, -1, -10%, 2%
- CCc1c(C(=O)O)[nH]c2ccc(Br)cc12
    -25%, 4%, 5%, -11, -3, ?, -3%
- FC(F)Oc1ccc(NC(=S)NCC2COc3ccccc3O2)cc1 (stereo not drawn)
    -21%, -1%, 16%, -6, -2, 34%[activator], 3%
- O=C(CSc1nc(O)c(-c2ccccc2)c(=O)[nH]1)N1CCOCC1
    118%[activator], 3%, 22%, 25, 0, ?, 1%
- CCOC(=O)c1cc(-c2ccccc2)n(CC2CC(c3ccc(OC)cc3)=NO2)n1 (stereo not drawn)
    95%[activator], 1%, -17%, -3, 2, -27%, -5%
- Cc1ccccc1NC(=O)CON=C(N)c1ccccc1
    -14%, ., -5%, ., ., ?, 3%
- CCOc1ccc(S(=O)(=O)NCCC2=CCCCC2)c2ccccc12
    -31%, 2%, -4%, -18, -1, 2%, -1%

Fetched one by one from above:
SMILES	AmpC no deterg	LmPK inhibitor	Pf growth 48h	Shiga toxin inh	CHX counter	Pf growth 96h	TbPYK inhibitor
Cc1ccc(CSC(Nc2ccc(F)cc2)=C(C#N)C#N)cc1	-43%	1%	?	21*	1	?	-15%
CCCCCc1c(O)nc(SCCN(CC)CC)[nH]c1=O	-21%	-4%	-12%	-10	-2	?	2%

Source: PubChem
